MC4R ag barr = agonists of human melanocortin 4 receptor (MC4R) beta-arrestin. P32245. U2OS MC4R beta-arrestin complementation, luminescence; percent of melanotan II response, DMSO zero. activation, % at 8.9 µM. hit rate 0.98% among 360,000;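 active means activation above a per-plate cutoff, the mean activation of sample wells on that plate plus 3 SD, cut at about 8% in these data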
NCOA3 inh = inhibits human SRC3 coactivator | Q9Y6Q9 | HEK293 GAL4-SRC3 luciferase reporter, luminescence | inhibition, % at 3.6 µM | hit rate 0.17% among 360,000 | AID 588352;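 active means inhibition above a per-campaign cutoff, the mean of all compounds plus 3 SD, cut at about 60% in these data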;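 further: 0% = DMSO-treated cells and 100% = gossypol-treated cells at 36 µM; higher means less SRC3-driven luciferase light from the GAL4 reporter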
LMP1 NFkB inh = Epstein-Barr LMP1 NF-kappaB reporter inhibition | AID 504558 | hit rate 0.69% among 350,000 | inhibition, % at 12.5 µM | LMP1-induced NF-kappaB luciferase reporter cells, luminescence; in the data active means inhibition above about 41%;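 further: 0% = neutral control wells and 100% = reference inhibitor control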
NOD2 RIPK2 PPI = inhibitors of human NOD2-RIPK2 interaction | O43353 | CHO BLA complementation NOD2-RIPK2, CCF4 ratio | inhibition, % at 4.98 µM | hit rate 0.38% among 360,000 | AID 624267; in the data active means inhibition above about 21%;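 further: 0% = vehicle only and 100% = reference blocker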
Target sequence (O43353 whole entry, looked up): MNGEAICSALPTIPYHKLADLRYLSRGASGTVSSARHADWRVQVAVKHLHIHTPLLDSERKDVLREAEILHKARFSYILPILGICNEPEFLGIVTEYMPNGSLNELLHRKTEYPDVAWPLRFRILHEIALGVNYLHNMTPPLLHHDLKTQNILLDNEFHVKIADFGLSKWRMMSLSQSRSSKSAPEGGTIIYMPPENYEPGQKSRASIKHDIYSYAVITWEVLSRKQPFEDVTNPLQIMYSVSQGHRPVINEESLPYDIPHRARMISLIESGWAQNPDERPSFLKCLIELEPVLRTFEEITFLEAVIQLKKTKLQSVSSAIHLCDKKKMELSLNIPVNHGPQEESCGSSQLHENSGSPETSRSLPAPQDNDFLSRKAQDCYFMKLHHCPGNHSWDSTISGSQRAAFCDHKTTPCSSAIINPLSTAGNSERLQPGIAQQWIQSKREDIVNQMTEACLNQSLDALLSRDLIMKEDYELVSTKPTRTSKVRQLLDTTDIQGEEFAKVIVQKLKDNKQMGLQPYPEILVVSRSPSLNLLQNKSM
TLR9-MyD88 block = inhibitors of human TLR9-MyD88 binding; Q9NR96+Q99836; CHO BLA complementation TLR9-MyD88, CCF4 FRET ratio; inhibition, % at 4.98 µM; AID 504734; hit rate 0.21% among 340,000;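 active means inhibition above the mean over all tested compounds plus 3 SD, cut at about 21% in these data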;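 further: 0% = DMSO only wells and 100% = clavulanate BLA inhibitor control wells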
NR5A2 inv ag = NR5A2 inverse agonism in reporter assay; O00482; hit rate 0.13% among 360,000; HEK293T StAR-luciferase reporter, LRH-1 transfected, 24 h; inhibition, % at 3.6 µM;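 active means inhibition above the mean inhibition of all tested compounds plus 3 SD, cut at about 73% in these data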;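 further: 0% = DMSO wells and 100% = reporter-only cells lacking LRH-1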
MC4R antagonist = antagonists of human melanocortin 4 receptor (MC4R). P32245. hit rate 0.48% among 360,000. AID 540295. MC4R-expressing cells, MTII-stimulated cAMP, LANCE TR-FRET. inhibition, % at 6.5 µM;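 active means inhibition above its plate's cutoff, the mean of tested wells on that plate plus 3 SD, cut at about 29% in these data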;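 further: 0% = Melanotan II alone and 100% = Melanotan II plus saturating MCL0020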
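Assay system: U2OS-MC4R stable cell line; Also added: Melanotan II; Technique: Eu-cAMP/anti-cAMP TR-FRET, emission 671 nm; Times: 30-min compound, 1-h challenge, 1-h detection, room temperature.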
SRC2 inh = inhibits human steroid receptor coactivator 2; inhibition, % at 9 µM; hit rate 0.17% among 370,000; Q15596; HEK293 GAL4-SRC2 luciferase reporter, luminescence;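 active means inhibition above the mean inhibition of all tested compounds plus 3 SD, set per campaign, cut at about 52% in these data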;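 further: 0% = DMSO treated cells and 100% = cells given Gossypol at 36 µM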
ABHD5 PLIN5 PPI = inhibitors of human ABHD5-perilipin-5 interaction | Split G. princeps luciferase complementation, luminescence, 4 h | inhibition, % at 4 µM | hit rate 0.78% among 360,000 | AID 602281;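 active means inhibition above the mean inhibition across every tested compound plus 3 SD, cut at about 22% in these data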;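 further: 0% = DMSO only wells and the 100% control is not disclosed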
NCOA1 inh = human NCOA1 inhibition; Q15788; HEK293 GAL4-SRC1 luciferase reporter, luminescence; inhibition, % at 3.6 µM; hit rate 0.12% among 360,000;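 active means inhibition above the campaign mean plus 3 SD, with each screening campaign given its own cutoff, cut at about 60% in these data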;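 further: 0% = DMSO treated cells and 100% = gossypol at 36 µM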
NR2F2 inh = blocks human COUP-TFII nuclear receptor; AID 686940; inhibition, % at 8.6 µM; P24468; hit rate 0.7% among 370,000; HEK293T NGFI-A luciferase reporter, luminescence;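 active means inhibition above a per-plate cutoff, mean inhibition of test wells between control levels plus 3 SD, cut at about 38% in these data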;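 further: cells cotransfected with COUP-TFII expression vector driving the NGFI-A reporter; 0% = median of COUP-TF2 test wells and 100% = reporter-only cells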
Target sequence (P24468 whole entry, looked up): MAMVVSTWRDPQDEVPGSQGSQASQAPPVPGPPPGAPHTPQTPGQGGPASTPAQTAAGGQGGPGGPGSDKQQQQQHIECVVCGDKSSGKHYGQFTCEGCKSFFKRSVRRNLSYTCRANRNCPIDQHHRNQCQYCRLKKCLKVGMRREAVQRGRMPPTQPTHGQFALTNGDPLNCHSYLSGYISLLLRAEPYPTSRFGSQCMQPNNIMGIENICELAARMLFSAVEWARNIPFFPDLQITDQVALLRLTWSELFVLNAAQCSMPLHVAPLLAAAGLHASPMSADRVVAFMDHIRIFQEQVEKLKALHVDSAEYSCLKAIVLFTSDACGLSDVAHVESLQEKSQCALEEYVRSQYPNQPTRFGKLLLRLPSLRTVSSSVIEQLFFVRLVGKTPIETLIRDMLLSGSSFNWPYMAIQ
An asterisk follows results filed as active; · = no result given. Some of the compounds tested; count on the stated rates, not on these rows.

SMILES	MC4R ag barr	NCOA3 inh	LMP1 NFkB inh	NOD2 RIPK2 PPI	TLR9-MyD88 block	NR5A2 inv ag	MC4R antagonist	SRC2 inh	ABHD5 PLIN5 PPI	NCOA1 inh	NR2F2 inh
Cc1ccc(C2CC(c3ccccc3)=NN2c2ccccc2)o1 (configuration not stated)	1.4	-19	0	-5	-9	-14	9	-62	-2	0	-7
COc1ccc(NC(=O)C2CCN(c3cc(-c4ccccc4)nc4ncnn34)CC2)cc1OC	-0.8	18	14	7	-10	9	10	9	5	-10	10
COc1ccc(N2CCN(Cc3nc4c(c(=O)[nH]c(=O)n4C)n3CCCc3ccccc3)CC2)cc1	1.2	7	8	-9	3	30	-1	-43	15	3	8
CCCn1c(=O)c2[nH]cnc2n(-c2ccc(Cl)cc2)c1=O	0.5	7	-1	13	-3	-13	-4	-15	5	-9	-17
N#CC1C=Cc2c(ccc3ccccc23)N1C(=O)c1ccccc1 (configuration not stated)	0.8	-13	32	2	3	-11	-18	47	2	-21	-22
COc1ccc(NC2CC(=O)N(C)C2=O)cc1 (configuration not stated)	-0.7	-13	2	-5	4	17	2	-19	1	-7	-6
CCOC(=O)[C@]12CCC=C1N(Cc1ccc3c(c1)OCO3)C(=O)[C@H](CC(=O)NCc1ccccc1)C2	·	·	·	-5	·	0	·	-1	1	·	-3
O=C(COc1ccc(S(=O)(=O)NCc2ccccc2)cc1Cl)NCC1CCCO1 (configuration not stated)	1.6	4	2	-6	14	-1	2	19	-8	4	-11
COc1ccccc1Nc1nc(-c2cccc(N3C(=O)c4ccccc4C3=O)c2)cs1	2.8	-1	3	-13	-2	-13	-3	-3	-1	2	12
CSc1ccc(CN(C)C(=O)c2cccc(S(=O)(=O)N3CCN(Cc4ccccc4)CC3)c2)cc1	2.5	32	13	-10	-6	23	0	10	7	2	41*
CCOc1cc(/C=N/O)ccc1OCc1ccc(F)cc1	-0.1	-4	-9	-19	14	2	5	-32	0	-19	1
CCS(=O)(=O)n1nc(-c2ccc(Cl)cc2)nc1SC	2.7	-75	-19	4	3	-53	4	-30	-6	-45	-25
C=CCc1ccc(OCCCOc2ccc(C(=O)O)cc2)c(OC)c1	2.4	-25	1	-13	1	-23	-2	-9	-4	-15	-12
O=C(Nc1ccccc1N1CCOCC1)c1cccc(Oc2ccccc2)c1	-2.7	5	-14	-5	-2	16	-2	-2	-6	11	-12
CN(C)CCCN1C(=O)C(=O)/C(=C(/O)c2ccncc2)C1c1cccc(Br)c1 (configuration not stated)	1.8	1	-2	-17	-6	-8	-3	-21	-5	-20	-18
O=C(O)c1cc(-c2ccncc2)nc2ccc(S(=O)(=O)N3CCOCC3)cc12	1.8	12	2	6	11	-11	-2	-11	3	0	12
Cc1c(C(=O)c2ccccc2)c2ccccn2c1CCC#N	-0.4	14	-7	-5	-2	-2	13	-5	0	-6	-7
Cc1nn(-c2ccccc2)c(C)c1NC(=O)COC(=O)c1ccc(NC(=O)CC#N)cc1	-0.9	15	1	-4	0	18	5	-2	1	1	-16
N#Cc1ccccc1NC(=S)NC(=O)C1CCC1	-4.5	9	-3	1	1	-4	12	7	2	-7	9
CSc1cccc(NC(=O)c2ccco2)c1	-0.1	-11	-8	-5	-5	-4	8	-17	-4	-30	-11
Cc1cc(Cl)ccc1OCCCC(=O)N1CCN(C)CC1	-1.3	-8	1	1	-3	-1	6	13	7	-9	3
COc1ccc(OC)c(CCNC(=O)c2ccccc2NC(=O)C2=C(C)OCCS2)c1	1.3	3	4	-18	-6	-3	7	7	0	12	21
O=C1COc2ccc(C(=O)COC(=O)c3ccc(Cl)cc3[N+](=O)[O-])cc2N1	-1.1	-34	-6	2	0	-11	-7	-4	2	-2	-2
CN(C)S(=O)(=O)c1cc(NC(=O)[C@H](Cc2ccccc2)N2C(=O)c3ccccc3C2=O)ccc1Cl	-2.7	7	4	-1	9	12	5	-23	-4	-8	-3
Cc1ccc(C)c(N(CC(=O)NCCc2ccccc2)C(=O)CCC(=O)Nc2ccccn2)c1	-0.1	12	-5	-2	0	16	3	12	1	-10	-1
COc1cc(NC(=O)Cn2c([N+](=O)[O-])cnc2C)c(OC)cc1Cl	0.8	-27	-13	-13	-3	-3	13	-2	-9	-19	-2
COc1ccc(CNC(=O)CN(Cc2ccc(OC)cc2)C(=O)c2csnn2)cc1	-0.3	14	-9	-2	-1	11	7	-12	-4	7	-18
COc1ccc(CNC(=O)C2CCN(S(C)(=O)=O)CC2)cc1	-1.4	-3	-7	-4	-6	-4	4	12	7	-6	-12
C=CCOc1ccc(/C=C/C(=O)OCC(=O)NCC2CCCCC2)cc1	12*	-11	-18	-9	-3	-14	0	-4	4	-4	9
O=C1CC(N2CCN(c3ccccc3)CC2)C(=O)N1c1cccc(Cl)c1 (configuration not stated)	-0.5	6	0	8	-10	4	4	9	3	-25	9
Cc1ccc(NC(=O)C(=O)NNC(=O)c2ccccc2C)cc1Cl	-0.8	-10	0	-1	-4	-2	1	-36	-1	-9	-7
CNC(=O)Nc1ccc2nc(C)sc2c1	-1.3	-8	3	-4	1	7	-1	-13	-3	5	-3
Cc1cc(-n2c(C)cc(C(=O)CN3C(=O)NC4(CCCC4)C3=O)c2C)no1	1.6	-19	-5	-6	4	-28	5	-34	11	-18	-11
NS(=O)(=O)c1ccc(CCNC(=O)c2cncc(Br)c2)cc1	-0.4	-13	2	-2	6	-5	3	3	-4	-6	-9
NC(=O)NC(=O)COC(=O)CCCSc1nc2ccccc2s1	-2.7	13	-6	0	-3	15	-4	45	1	-8	26
COC(=O)[C@H](C)NC(=O)NCc1ccccc1F	0.3	13	-1	3	-6	5	2	5	7	6	-8
N#Cc1nc(N)nc(N(c2ccccc2)c2ccccc2)n1	-0.5	8	4	-5	3	0	4	20	1	-7	6
O=c1ccn([C@@H]2O[C@H](CNS(=O)(=O)C3CC3)[C@@H](O)[C@H]2O)c(=O)[nH]1	1.0	-35	-2	-5	-1	-16	13	-34	-5	-4	-12
CN=C(NC#N)SCC(=O)c1ccc(Cl)cc1Cl	-2.6	13	-7	-6	3	-34	-2	17	0	8	14
O=C(OCc1ccccc1)N1CCCC2CC1c1ccccc12 (configuration not stated)	0.5	-24	-5	-9	4	2	5	13	-8	-1	6
O=C(CCN1C(=O)/C(=C/c2ccccc2Cl)SC1=S)NCCCN1CCOCC1	1.6	-5	10	-7	-3	-7	7	12	-13	-7	-6
Cc1ccc(S(=O)(=O)N2[C@@H](Cc3ccccc3)CO[C@H]2CC(=O)OCc2ccccc2)cc1	·	·	·	0	·	4	·	4	-4	·	8
COCCCN(C(=O)c1cc(C)oc1C)c1c(N)n(CC(C)C)c(=O)[nH]c1=O	0.1	-1	0	-7	-7	-43	10	-2	0	-4	-4
CC(=O)Nc1ccc(S(=O)(=O)N2CCN(C)CC2)cc1	-0.6	4	2	8	-1	-30	10	6	2	2	-6
Cc1ccc(NC(=S)N(CCC(C)C)C(C)c2ccncc2)c(Cl)c1 (configuration not stated)	0.7	17	9	-6	-2	2	-2	10	-8	7	7
Cc1cc(NC(=O)CN2CCC(n3nnc4cc(C(F)(F)F)ccc43)CC2)no1	-1.6	22	-3	-3	0	-2	-2	11	1	-15	20
CCN(CC(=O)NCc1cccs1)c1ccc(S(=O)(=O)N2CCN(C)CC2)cn1	-0.9	-4	3	-6	6	15	-2	-14	1	-11	-1
O=C(Nc1ccccn1)C(=O)N1CCCCC1	-1.7	-9	-9	-1	-2	-3	0	-37	-1	-16	-11
Cc1ccc(Nc2ccc(C(=O)O)cc2[N+](=O)[O-])cc1	-2.0	1	-9	-7	-4	-20	14	9	-5	11	-1
CS(=O)(=O)Nc1ccc(C(=O)Nc2ccc3ccccc3c2)cc1	-1.4	-87	-39	-5	-15	-101	3	-73	3	-56	-47

Single records, as listed above.
CCN(CC(=O)NCc1cccs1)c1ccc(S(=O)(=O)N2CCN(C)CC2)cn1 across the screens: MC4R ag barr: -0.9; NCOA3 inh: -4; LMP1 NFkB inh: 3; NOD2 RIPK2 PPI: -6; TLR9-MyD88 block: 6; NR5A2 inv ag: 15; MC4R antagonist: -2; SRC2 inh: -14; ABHD5 PLIN5 PPI: 1; NCOA1 inh: -11; NR2F2 inh: -1
CS(=O)(=O)Nc1ccc(C(=O)Nc2ccc3ccccc3c2)cc1 across the screens: MC4R ag barr: -1.4; NCOA3 inh: -87; LMP1 NFkB inh: -39; NOD2 RIPK2 PPI: -5; TLR9-MyD88 block: -15; NR5A2 inv ag: -101; MC4R antagonist: 3; SRC2 inh: -73; ABHD5 PLIN5 PPI: 3; NCOA1 inh: -56; NR2F2 inh: -47

More compounds follow.
SMILES	MC4R ag barr	NCOA3 inh	LMP1 NFkB inh	NOD2 RIPK2 PPI	TLR9-MyD88 block	NR5A2 inv ag	MC4R antagonist	SRC2 inh	ABHD5 PLIN5 PPI	NCOA1 inh	NR2F2 inh
Cc1ccc(C)c(NC(=O)C2(C)CCN2C(=O)C(C)C)c1 (configuration not stated)	-1.2	-17	·	-12	·	3	5	-6	1	-3	-1
O=C(Nc1ccc(Br)cc1C(=O)O)c1ccc2c(c1)C(=O)N(Cc1ccccc1)C2=O	-3.0	-2	9	-5	0	2	3	31	-4	4	0
COc1ccc(-c2cc3ccccc3oc2=O)cc1NC(=O)c1ccc([N+](=O)[O-])o1	-1.4	-28	-20	-5	-13	48	5	-15	2	-45	-26
COc1ccc2ccccc2c1/C=N/N1C(=O)CSC1=S	-2.3	13	3	6	3	12	3	14	-9	5	-7
CCCN1CNC(=S)N(c2ccc(C)cc2C)C1	0.1	12	-12	-14	2	-23	-1	10	5	3	-3
COCc1nn2c(N)c(-c3ccccc3)cnc2c1-c1ccccc1	0.2	-76	-23	-3	-5	-49	-13	-53	-1	-46	4
CC1CCN(c2nc3ccccc3n2CC(=O)c2ccccc2)CC1	-0.9	21	-5	-12	10	6	-2	23	-4	-8	-2
COc1cc(NC(=O)c2ccc(COCC(F)(F)F)cc2)cc(OC)c1OC	0.0	-3	4	-2	8	-7	4	-21	4	-28	-15
O=C(Nc1ccccc1C(=O)N1CCCC1)c1ccc(Cl)c([N+](=O)[O-])c1	1.6	21	-1	3	10	10	36*	-42	5	-9	4
O=C(NCc1ccc(Cl)c(Cl)c1)C1CCCC1	-0.6	3	·	-2	·	8	2	-9	-2	-21	-9
CC1CC1c1ccc(/C=C(\C#N)C(=O)Nc2cccc(Cl)c2Cl)o1 (configuration not stated)	0.8	-2	-27	-2	-25	-10	17	3	2	-8	-10
CCCCOc1c(C(=O)Nc2ccccc2)nnn1-c1ccccc1	5.8	11	1	-2	-3	6	2	1	12	3	18
Cc1ccc(C)c(-n2cc(CNCCCn3cccn3)c(-c3ccccc3)n2)c1	0.0	16	0	1	2	16	4	-29	-4	7	13
Cc1cnc(NS(=O)(=O)c2ccc(Cl)cc2)c(Br)c1	-1.0	15	-1	-7	-4	-8	-1	-24	-1	-19	2
CCS(=O)(=O)NCCc1cc2c(OC)ccc(OC)c2[nH]c1=O	-1.7	0	-8	-5	3	14	-3	-8	-2	2	-8
